STK33 inh: blocks human STK33 kinase activity | ADP-Glo luminescence, MBP substrate | inhibition, % at 12.5 µM | 27,000 tested, 0.44% active | AID 2322; in the data active means inhibition above about 20%
Target sequence (Q9BYT3 whole entry, looked up): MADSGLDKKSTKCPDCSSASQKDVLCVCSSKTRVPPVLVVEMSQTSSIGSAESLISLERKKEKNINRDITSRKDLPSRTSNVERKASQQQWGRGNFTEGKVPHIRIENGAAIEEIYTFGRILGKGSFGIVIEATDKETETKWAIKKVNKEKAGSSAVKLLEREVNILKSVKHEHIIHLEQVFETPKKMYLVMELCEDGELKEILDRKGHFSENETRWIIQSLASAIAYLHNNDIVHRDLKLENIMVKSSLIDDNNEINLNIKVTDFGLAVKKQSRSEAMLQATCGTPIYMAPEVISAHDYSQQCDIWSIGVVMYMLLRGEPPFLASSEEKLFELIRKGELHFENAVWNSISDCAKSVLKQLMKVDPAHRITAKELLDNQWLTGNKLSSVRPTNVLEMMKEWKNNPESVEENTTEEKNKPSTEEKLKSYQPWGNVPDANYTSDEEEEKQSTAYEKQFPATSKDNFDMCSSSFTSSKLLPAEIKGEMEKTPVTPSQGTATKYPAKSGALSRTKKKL
p53 PUMA act: restores mutant p53 pathway signaling in SW480 cells; 28,000 tested, 1.5% active; activation, % at 9.98 µM; AID 624151; SW480 PUMA-promoter luciferase, p53 mutant reactivation; in the data active means activation above about 52%
* = called active by the depositor; x = no result given. An excerpt, so the mix of outcomes need not match the whole.

The line under a structure holds: STK33 inh | p53 PUMA act
> NC[C@@H]1O[C@H](c2ccccc2)Cc2c1ccc(O)c2O
    0 | -12
> C[C@H](CO)N1C[C@H](C)[C@@H](CN(C)C(=O)NC2CCCC2)OCc2cn(nn2)CCCC1=O
    -2 | x
> Cc1noc(C)c1NC(=O)Nc1ccc2c(c1)C(=O)N([C@H](C)CO)C[C@@H](C)[C@H](CN(C)C(=O)Nc1c(C)noc1C)OCCCC[C@@H](C)O2
    x | 14
> O=C(CC(NC1CC1)C(=O)O)c1ccc(Cl)cc1 (centres undefined)
    0 | x
> CCCN(C)C[C@@H]1OCCCC[C@@H](C)Oc2ccc(NC(=O)NC(C)C)cc2C(=O)N([C@@H](C)CO)C[C@@H]1C
    x | -4
> C=CC1(C)C=C2CCC3C(C)(C)C(O[C@@H]4O[C@@H](CO)[C@H](O)[C@H]4O)CCC3(C)C2CC1O[C@@H]1O[C@H](CO)[C@@H](O)[C@H](O)[C@H]1O (some centres undefined)
    1 | -56
> C[C@@H]1CN([C@H](C)CO)C(=O)Cc2cc(NC(=O)Cc3ccccc3)ccc2O[C@H]1CN(C)S(C)(=O)=O
    0 | x
> C=C1CCC2C(C)(CO)CCCC2(C)C1CC/C(C)=C/C(=O)O (centres undefined)
    -7 | 0
> CCOC(=O)c1c(NC(=O)C(C)N2C(=O)c3ccccc3C2=O)sc2c1CCC(C)C2 (centres undefined)
    0 | -10
> COCC#Cc1ccc2c(c1)O[C@H](CN(C)Cc1ccc(F)cc1)[C@@H](C)CN([C@H](C)CO)S2(=O)=O
    x | -42
> CCC(Sc1nnc2c(n1)[nH]c1ccccc12)C(=O)Nc1cccc2ccccc12 (centres undefined)
    5 | -3
> Cc1sc(NC(=O)c2cc(-c3ccccn3)nc3ccccc23)c(C(=O)NC2CCCCC2)c1C
    0 | -13
> Cc1noc(C)c1S(=O)(=O)Nc1ccc2c(c1)CC(=O)N([C@@H](C)CO)C[C@H](C)[C@@H](CN(C)C(=O)Nc1ccc(C(F)(F)F)cc1)O2
    -1 | 8
> CC(C)NC(=O)N(C)C[C@@H]1OCCCC[C@H](C)Oc2ccc(NC(=O)Cc3ccccc3)cc2C(=O)N([C@H](C)CO)C[C@H]1C
    x | -3
> C/C=C/c1cnc2c(c1)C(=O)N([C@H](C)CO)C[C@H](C)[C@@H](CN(C)C(=O)Nc1ccccc1F)O2
    x | 1
> CC[C@@H]1Cn2c(c3nc(-c4ccccc4)nc-3n(C)c2=O)N1
    x | -8
> COc1ccc(C#Cc2ccc3c(c2)[C@]2(C(=O)N3)[C@H](c3ccc(O)cc3)N3[C@H](c4ccccc4)[C@H](c4ccccc4)OC(=O)[C@H]3[C@@H]2C(=O)N2CCc3cc(OC)c(OC)cc3C2)cc1
    8 | x
> Cn1cc(C(=O)OCC2CCN(CCNS(C)(=O)=O)CC2)c2ccccc21
    x | 3
> C[C@H](CO)N1C[C@H](C)[C@H](CN(C)C(=O)Nc2ccccc2)Oc2c(NC(=O)C3CCOCC3)cccc2C1=O
    x | 5
> COc1ccc(S(=O)(=O)N(C)C[C@@H]2Oc3c(NS(=O)(=O)c4cn(C)cn4)cccc3C(=O)N([C@@H](C)CO)C[C@H]2C)cc1
    x | 3

Record cards, as listed above. Screens in order: STK33 inh	p53 PUMA act
Results for Cc1sc(NC(=O)c2cc(-c3ccccn3)nc3ccccc23)c(C(=O)NC2CCCCC2)c1C → 0	-13
Results for CC(C)NC(=O)N(C)C[C@@H]1OCCCC[C@H](C)Oc2ccc(NC(=O)Cc3ccccc3)cc2C(=O)N([C@H](C)CO)C[C@H]1C → x	-3
Results for CCC(Sc1nnc2c(n1)[nH]c1ccccc12)C(=O)Nc1cccc2ccccc12 (centres undefined) → 5	-3
Results for COc1ccc(C#Cc2ccc3c(c2)[C@]2(C(=O)N3)[C@H](c3ccc(O)cc3)N3[C@H](c4ccccc4)[C@H](c4ccccc4)OC(=O)[C@H]3[C@@H]2C(=O)N2CCc3cc(OC)c(OC)cc3C2)cc1 → 8	x
Results for CC[C@@H]1Cn2c(c3nc(-c4ccccc4)nc-3n(C)c2=O)N1 → x	-8

The list goes on:
The line under a structure holds: STK33 inh | p53 PUMA act
> C[C@@H]1CN([C@H](C)CO)C(=O)c2cc(NC(=O)C3CC3)ccc2O[C@H]1CN(C)Cc1ccc(C(F)(F)F)cc1
    4 | 9
> COc1cc2c(cc1NC(=O)CCCN1C(=O)c3ccccc3C1=O)oc1ccccc12
    2 | 19
> Cc1noc(C)c1NC(=O)N(C)C[C@H]1OCCCC[C@@H](C)Oc2ccc(NS(=O)(=O)c3ccc(F)cc3)cc2C(=O)N([C@H](C)CO)C[C@@H]1C
    -1 | x
> CC(C)NC(=O)N(C)C[C@H]1Oc2ccc(NC(=O)Nc3ccc(C(F)(F)F)cc3)cc2CC(=O)N([C@@H](C)CO)C[C@H]1C
    -3 | x
> CNC[C@H]1Oc2ccc(NC(=O)Nc3c(C)noc3C)cc2CC(=O)N([C@@H](C)CO)C[C@H]1C
    0 | 11
> C[C@@H]1CCCCO[C@H](CN(C)C(=O)c2ccncc2)[C@@H](C)CN([C@H](C)CO)C(=O)c2cc(NS(=O)(=O)c3cccs3)ccc2O1
    -6 | x
> C[C@@H]1CN([C@H](C)CO)C(=O)c2cc(NS(=O)(=O)c3ccccc3)ccc2O[C@H]1CN(C)C
    x | 11
> COC(=O)C(CC#Cc1ccc2c(c1)[C@]1(C(=O)N2)[C@H](c2ccc(O)cc2)N2[C@H](c3ccccc3)[C@H](c3ccccc3)OC(=O)[C@H]2[C@@H]1C(=O)NC[C@H](O)c1ccccc1)C(=O)OC
    0 | x
> Cc1nc2ccccc2n1CC(=O)NCCN1CCCC1
    0 | -4
> Cc1ccc(S(=O)(=O)Nc2ccc3c(c2)C(=O)N([C@H](C)CO)C[C@H](C)[C@H](CN(C)S(=O)(=O)c2cn(C)cn2)O3)cc1
    -4 | x
> C[C@@H]1CN([C@H](C)CO)C(=O)c2cccc(NC(=O)C3CCOCC3)c2O[C@@H]1CN(C)Cc1ccc(C(=O)O)cc1
    x | 7
> Cc1ccc(S(=O)(=O)N(C)C[C@@H]2Oc3ccc(NC(=O)NC(C)C)cc3CC(=O)N([C@H](C)CO)C[C@H]2C)cc1
    1 | x
> C[C@@H]1CN([C@@H](C)CO)C(=O)Cc2cc(NS(=O)(=O)c3ccc(F)cc3)ccc2O[C@@H]1CN(C)S(=O)(=O)c1ccc(Cl)cc1
    1 | x
> COc1ccccc1CNC(=O)C[C@@H]1C[C@H]2c3cc(NC(=O)NC4CCCC4)ccc3O[C@H]2[C@H](CO)O1
    x | -5
> C[C@@H]1CN([C@H](C)CO)C(=O)c2cc(NC(=O)Nc3ccccc3)ccc2O[C@H]1CN(C)C(=O)Nc1ccc(C(F)(F)F)cc1
    x | 4
> Cc1noc(C)c1NC(=O)Nc1ccc2c(c1)C(=O)N([C@@H](C)CO)C[C@@H](C)[C@@H](CN(C)C)OCCCC[C@H](C)O2
    x | 7
> C[C@H](CO)N1C[C@H](C)[C@H](CN(C)C(=O)Nc2ccc(F)cc2)Oc2cc(/C=C/c3ccccc3)ccc2S1(=O)=O
    x | -31
> C[C@H]1CN([C@@H](C)CO)C(=O)c2cc(NC(=O)NC3CCCCC3)ccc2O[C@@H]1CN(C)S(=O)(=O)c1ccc(Cl)cc1
    x | 3
> COc1ccccc1CNC(=O)c1cccc(NC(=O)c2ccccc2)c1
    4 | 8
> C[C@@H]1CCCCO[C@H](CN(C)S(=O)(=O)c2cn(C)cn2)[C@@H](C)CN([C@H](C)CO)C(=O)c2cc(NC(=O)Nc3ccc4c(c3)OCO4)ccc2O1
    -3 | x
> C[C@@H]1CN([C@H](C)CO)S(=O)(=O)c2ccc(-c3cccc(C#N)c3)cc2O[C@@H]1CN(C)C(=O)c1cccnc1
    x | 3
> Cc1nc(SCC(=O)Nc2ccc(F)cc2)nc2c1CCCC2
    4 | -17
> O=C(Nc1c(Cl)cc(Cl)cc1C(=O)NCc1cccnc1)c1cccc([N+](=O)[O-])c1
    -1 | 10
> O=S(=O)(Cc1ccc2nonc2c1)c1cccs1
    x | -2
> Cc1noc(C)c1S(=O)(=O)Nc1ccc2c(c1)CC(=O)N([C@@H](C)CO)C[C@@H](C)[C@@H](CN(C)C(=O)Nc1cccc3ccccc13)O2
    1 | 2
> C[C@@H]1CN([C@H](C)CO)C(=O)Cc2cc(NC(=O)Nc3ccc4c(c3)OCO4)ccc2O[C@H]1CN(C)S(=O)(=O)c1ccccc1
    0 | x
> Cc1ccc(C(O)c2nccc3ccccc23)cc1 (centres undefined)
    2 | x
> O=C(CSc1n[nH]c(-c2ccccc2)n1)Nc1sc2c(c1C(=O)Nc1ccccc1)CCCC2
    2 | -8
> C[C@@H]1CN([C@@H](C)CO)C(=O)Cc2cc(NC(=O)NC3CCCCC3)ccc2O[C@H]1CN(C)C(=O)Nc1cccc2ccccc12
    x | -1
> C[C@@H]1CN([C@@H](C)CO)C(=O)c2cc(NC(=O)Nc3ccccc3)ccc2O[C@@H]1CN(C)C(=O)Nc1ccccc1
    x | 24

Later entries:
mol	STK33 inh	p53 PUMA act
Cc1noc(C)c1S(=O)(=O)Nc1cccc2c1O[C@H](CN(C)C(=O)Nc1ccccc1)[C@H](C)CN([C@@H](C)CO)C2=O	x	12
C[C@H]1CN([C@@H](C)CO)C(=O)c2cc(NC(=O)C3CC3)ccc2O[C@H]1CN(C)CC1CCCCC1	x	6
NC(=O)CSc1oc(-c2cccs2)nc1S(=O)(=O)c1ccccc1	-1	-3
COC(=O)c1c(NC(=O)Nc2ccc(Cl)c(Cl)c2)sc2c1C(C(=O)OC)CC2 (centres undefined)	-3	30
Cn1c(SCC(=O)c2ccc(Cl)cc2Cl)nnc1-c1cccnc1	5	2
O=C(CSc1nnc(-c2ccncc2)n1-c1ccc(Cl)cc1)Nc1ccc(C(=O)O)cc1	-2	7
COc1ccc(S(=O)(=O)Nc2ccc3c(c2)CC(=O)N([C@H](C)CO)C[C@H](C)[C@@H](CN(C)Cc2ccc(C(F)(F)F)cc2)O3)cc1	x	-15
CNC[C@H]1Oc2c(NC(=O)c3cnccn3)cccc2C(=O)N([C@H](C)CO)C[C@H]1C	x	8
C[C@H](CO)N1C[C@H](C)[C@@H](CN(C)C(=O)Nc2ccc(N3CCCCC3)cc2)OCc2cnnn2CCCC1=O	4	x
COc1ccccc1-n1c(CN2C(=O)c3ccccc3C2=O)nc2ccccc2c1=O	2	-12
C[C@@H]1CN([C@@H](C)CO)C(=O)Cc2cc(NC(=O)Cc3cn(C)c4ccccc34)ccc2O[C@@H]1CN(C)C(=O)Nc1ccc(C(F)(F)F)cc1	0	x
C[C@H](CO)N1C[C@H](C)[C@H](CN(C)C(=O)Nc2ccc(F)cc2)Oc2ccc(NC(=O)c3ccncc3)cc2C1=O	x	-3
C[C@@H]1CN([C@@H](C)CO)C(=O)c2cc(C#CCN(C)C)cnc2O[C@@H]1CN(C)S(=O)(=O)c1cn(C)cn1	x	10
COc1ccc(S(=O)(=O)Nc2ccc3c(c2)CC(=O)N([C@@H](C)CO)C[C@H](C)[C@@H](CN(C)Cc2ccncc2)O3)cc1	-1	x
CC(C)(C)C(=O)Nc1ccccc1Cc1ccccc1	-1	x
CC1CCC23CCC(O[C@@H]4O[C@H](CO)[C@@H](O)[C@H](O)[C@H]4O)C12C(C=O)=CC3(C)C (some centres undefined)	-5	-6
O=C(NCc1ccccc1)[C@]1(CCS(=O)(=O)c2ccccc2)N=C(c2ccc(OCCCO)cc2)O[C@@H]1c1ccccc1	13	x
C[C@@H]1CN([C@H](C)CO)C(=O)CCCn2nncc2CO[C@@H]1CN(C)Cc1cccc(C(F)(F)F)c1	-9	5
Cc1ccccc1-c1ccc2c(c1)O[C@H](CN(C)C(=O)c1ccccn1)[C@H](C)CN([C@@H](C)CO)S2(=O)=O	x	1
CC1(C)CC(=O)C(C2C3=C(CC(C)(C)CC3=O)Oc3ccccc32)C(=O)C1 (centres undefined)	x	-20
CC(=O)n1c2c(c3ccccc31)OC(N)=C(C#N)C2c1ccc(C(C)C)cc1 (centres undefined)	x	7
O=C1c2ccccc2C(=O)N1CCCc1nc(-c2cccc([N+](=O)[O-])c2)no1	1	-8
COc1ccc(S(=O)(=O)Nc2ccc3c(c2)CC(=O)N([C@@H](C)CO)C[C@H](C)[C@H](CN(C)S(=O)(=O)c2ccc(C)cc2)O3)cc1	0	x
C[C@H](CO)N1C[C@H](C)[C@@H](CN(C)C(=O)Nc2ccc(F)cc2)Oc2c(NC(=O)Nc3cccc4ccccc34)cccc2C1=O	x	12
C/C=C/c1cnc2c(c1)C(=O)N([C@H](C)CO)C[C@H](C)[C@H](CN(C)C(=O)Nc1ccc(F)cc1)O2	x	-1
COc1ccc(Cl)cc1NC(=O)CN(c1ccc(Cl)c(C(F)(F)F)c1)S(C)(=O)=O	3	-12
CCc1ccc(CCC(=O)Nc2ccc(Br)cc2)o1	-2	1
COC(=O)CCSc1ncnc2c1sc1nc(N3CCOCC3)c3c(c12)CCCC3	0	0
C[C@H]1CN([C@@H](C)CO)C(=O)c2cc(N(C)C)ccc2O[C@H]1CN(C)C(=O)NC1CCCCC1	0	-8
O=C(C[C@@H]1C[C@@H]2c3cc(NC(=O)c4cccnc4)ccc3O[C@@H]2[C@@H](CO)O1)NCc1ccccn1	x	5
C[C@H]1CN([C@@H](C)CO)C(=O)Cc2cc(NC(=O)Nc3ccc(F)cc3)ccc2O[C@H]1CN(C)S(C)(=O)=O	0	x
CNC[C@@H]1Oc2cc(C#Cc3ccncc3)ccc2S(=O)(=O)N([C@H](C)CO)C[C@@H]1C	x	16
C[C@H]1CN([C@@H](C)CO)C(=O)c2cccc(NS(=O)(=O)c3cccs3)c2O[C@@H]1CN(C)C(=O)NC1CCCCC1	x	4
CC(C)CC#Cc1ccc2c(c1)O[C@@H](CN(C)C(=O)c1cccc(F)c1)[C@H](C)CN([C@H](C)CO)S2(=O)=O	x	-16
C[C@@H]1CN([C@H](C)CO)C(=O)CCCn2cc(nn2)CO[C@@H]1CN(C)S(=O)(=O)c1ccccc1F	-2	x
COc1ccc(S(=O)(=O)Nc2cccc3c2O[C@H](CN(C)S(=O)(=O)c2cn(C)cn2)[C@H](C)CN([C@H](C)CO)C3=O)cc1	x	1

Assay outcomes as filed in PubChem BioAssay.
